# Screening results as filed in PubChem BioAssay.
# D1 ag – agonists of human D1 dopamine receptor; HEK293 T-REx D1 cells, calcium flux, agonist mode; activation, % at 2 µM; 1% of 360,000 active; AID 504660; in the data active = activation above about 30%; note: 0% is about no effect
#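 Inducible HEK293 T-REx D1 cells, force-coupled to calcium signalling, were plated at 4000 cells/well with tetracycline and held overnight at 30 C. After no-wash calcium dye loading, compound-evoked calcium rise over 180 s flagged agonists.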
# D2 potentiator – positive allosteric modulators of human D2 dopamine receptor. P14416. HEK293 T-REx D2, calcium flux, EC20 dopamine potentiation. potentiation, % at 10 µM. 0.34% of 340,000 active;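 active = potentiation over 3 SD above the plate norm, cut at about 30% in these data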; note: 0% is about no effect
# Target sequence (P14416 whole entry, looked up): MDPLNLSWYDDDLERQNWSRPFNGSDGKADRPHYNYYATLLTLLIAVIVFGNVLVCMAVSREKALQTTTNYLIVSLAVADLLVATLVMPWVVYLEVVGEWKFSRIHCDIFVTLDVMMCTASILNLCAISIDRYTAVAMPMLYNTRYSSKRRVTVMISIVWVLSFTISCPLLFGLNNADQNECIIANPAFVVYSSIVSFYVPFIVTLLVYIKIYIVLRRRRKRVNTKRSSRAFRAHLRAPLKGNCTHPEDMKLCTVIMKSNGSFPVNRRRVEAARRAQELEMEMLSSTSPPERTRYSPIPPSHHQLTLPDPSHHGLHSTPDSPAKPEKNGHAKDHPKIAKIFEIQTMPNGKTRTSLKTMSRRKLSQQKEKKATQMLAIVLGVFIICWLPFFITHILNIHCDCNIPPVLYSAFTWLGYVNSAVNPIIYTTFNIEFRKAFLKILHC
#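 Potentiation of an EC20 dopamine calcium response is measured in a force-coupled, tetracycline-inducible Hek293 Trex D2 line. Compound-only kinetic reads over 180 s flag agonists before dopamine addition.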
# RXFP1 antagonist – antagonists of human relaxin receptor RXFP1 | Q9HBX9 | HEK293-RXFP1, relaxin-stimulated cAMP HTRF, 30 min; hits give low values | activity change, negative = inhibition, % at 57.5 µM | 0.59% of 350,000 active;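 active = activity change of -60% or lower, but not beyond a set lower limit; inconclusive = change between -60% and -40%, or beyond the set limit; inactive = change above -40%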; note: % is set by controls: 0 for no effect and ±100 for the full control effect
# D1 PAM – enhances dopamine response at the human D1 receptor | AID 504651 | 0.036% of 360,000 active | potentiation, % at 10 µM | P21728 | HEK293 TREx D1 cells, calcium flux, dopamine EC20 potentiation; in the data active = potentiation above about 30%; note: 0% is about no effect
# TRHR agonist – agonists of human TRH receptor; P34981; TRHR cells, calcium flux fluo-8, FDSS agonist mode; activation, % at 2 µM; 0.18% of 360,000 active; AID 493084; in the data active = activation above about 30%; note: 0% is about no effect
# Target sequence (P34981 whole entry, looked up): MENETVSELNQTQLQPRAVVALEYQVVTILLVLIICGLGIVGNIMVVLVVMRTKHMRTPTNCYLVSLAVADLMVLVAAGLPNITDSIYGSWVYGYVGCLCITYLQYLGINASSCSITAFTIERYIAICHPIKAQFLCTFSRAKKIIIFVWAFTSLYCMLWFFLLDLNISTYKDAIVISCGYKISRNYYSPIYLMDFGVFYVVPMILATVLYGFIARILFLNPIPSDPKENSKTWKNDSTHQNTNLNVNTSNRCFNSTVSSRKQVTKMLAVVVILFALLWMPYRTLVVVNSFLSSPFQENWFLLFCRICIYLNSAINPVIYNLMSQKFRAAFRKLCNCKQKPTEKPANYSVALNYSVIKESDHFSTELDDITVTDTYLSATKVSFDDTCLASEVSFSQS
#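 Steps: seed TRHR cells overnight; add fluo-8 no-wash Ca dye, RT 30 min–1.5 h; record 10 s baseline; pin-transfer compounds; monitor fluorescence 1 cycle/s for the agonist window. Calcium increases flag candidate agonists.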
# Apoferritin bind – candidate novel general anesthetic via apoferritin binding. P02791. apoferritin/1-aminoanthracene competitive binding, fluorescence. Potency, µM (doses to about 77.5 µM), for the others: at the top dose activity change, negative = displacement, usual class: inhibitors. 0.074% of 350,000 active. AID 485281; note: potency is the fitted concentration of half-maximal effect; % is set by controls: 0 for no effect and ±100 for the full control effect; nearly all actives have a fitted effect of over 20% in size
# Target sequence (P02791 2-175 limits assumed): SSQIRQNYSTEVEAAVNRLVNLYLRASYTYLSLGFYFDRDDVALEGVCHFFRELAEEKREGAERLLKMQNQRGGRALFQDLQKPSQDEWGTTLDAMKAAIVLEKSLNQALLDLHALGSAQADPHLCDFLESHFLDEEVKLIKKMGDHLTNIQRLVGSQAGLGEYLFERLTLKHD
#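 Read-out: endpoint 1-AMA fluorescence, excitation 380 nm and emission 535 nm, after compounds sit 10 min at room temperature with 10 uM horse-spleen apoferritin in 50% saturated 1-AMA/PBS. Values come from four-parameter Hill fits.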
# D1 antag – human D1 dopamine receptor antagonism; HEK293 TREx D1 cells, calcium flux, dopamine EC80; hits give low values; activity change, negative = inhibition, % at 10 µM; 3.2% of 360,000 active; in the data active = activity change below about -30%; note: % is set by controls: 0 for no effect and ±100 for the full control effect
#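 Inducible Hek293 Trex D1 cells (tetracycline, overnight, 30 C). Calcium dye 30–90 min RT. Antagonist mode: EC80 dopamine added after 180 s compound read.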
# RXFP1 agonist – RXFP1 (human) receptor agonism | Q9HBX9 | HEK293T-RXFP1 cAMP TR-FRET, 30 min; response scale: percent of porcine relaxin response, buffer zero | Potency, µM (highest dose often 57.5 µM), inactives show at the top dose activation, usual class: activators | 0.3% of 370,000 active | AID 2676; note: potency is the fitted concentration of half-maximal effect; % is set by controls: 0 for no effect and ±100 for the full control effect; nearly all actives have a fitted effect of over 60% in size; many of its hits are not listed in these tables
#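 HEK293T cells stably expressing RXFP1 were pretreated with the PDE4 inhibitor Ro 20174, exposed to compounds for 30 min at 37C, lysed, and cAMP was read by TR-FRET. Data normalized to buffer (basal) and 29 nM porcine relaxin (100%).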
# TRHR enhancer – allosterically enhances the human TRH receptor | enhancement, % at 2 µM | 0.66% of 360,000 active | P34981 | TRHR cells, fluo-8 calcium fluorescence, EC20 TRH enhancement; in the data active = enhancement above about 30%; note: 0% is about no effect
#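 TRHR-expressing cells loaded with fluo-8 calcium dye were read kinetically (ex 480/em 530) during compound addition, then stimulated with an EC20 of TRH (10 nM final). Enhancement of the Gq-mediated intracellular calcium response was scored.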
# Active calls of the source: *; ? = inconclusive; . = not tested or not shown; & = joins results of further samples; [ ] = dose if it differs, or a comment. Unless noted, calls come from the whole dose curve; as a rule, active = well fitted curve in the direction sought with a large enough effect; inconclusive = small, poorly fitted or top-dose-only effect, or another doubt; inactive = no such curve, though single readings can be large; an effect the other way counts as inactive or inconclusive. These rows are one share of the data. The share of hits here may be higher or lower than overall.
structure	D1 ag	D2 potentiator	RXFP1 antagonist	D1 PAM	TRHR agonist	Apoferritin bind	D1 antag	RXFP1 agonist	TRHR enhancer
COc1cc(/C=N/NC(=O)Nc2ccccc2)ccc1OCCOc1ccccc1C	-1	.	-6	3	0.4	-1%	-5	1.2%	16
CC1C2C(c3ccccc3)N(C)C(=O)N(C)C2N(C)C(=O)N1C (stereo not given)	3	5	-11	-1	2.2	6%	-7	0.1%	10
Cc1ccc(-c2nc(Nc3cccc(C)c3)sc2CC(=O)O)cc1	1	-6	7	-3	1.6	-18%	6	0.1%	1
N/C(=N\OC(=O)c1ccc(OCC(F)(F)F)nc1)c1ccc(Cl)cc1	1	4	-9	0	1.1	3%	-2	-1.0%	1
Cc1ccc(S(=O)(=O)Nc2cc(C(C(=O)OC(C)C)C(=O)C(F)(F)F)c(O)c3ccccc23)c(C)c1 (stereo not given)	1	.	-9	-1	-0.4	?	23	-3.1%	11
Cc1nc(N)sc1N=Nc1ccc(Br)cc1	2	1	1	-9	-0.3	?	-13	0.2%	3
COCCCn1c(SCc2cccc(OC)c2)nc2cc(OC)c(OC)cc2c1=N	2	-3	-10	2	-0.2	-5%	-3	-2.0%	0
CCOc1ccc(NC(=O)C(CC)n2nc(-c3ccc(C)c(C)c3)ccc2=O)cc1 (stereo not given)	5	5	-11	0	0.3	?	0	0.0%	1
COc1ccc(-n2nnnc2/C=C\Nc2ccccc2C(=O)c2ccccc2)cc1	29	4	-18	1	-1.4	?	-3	0.4%	-6
Cc1ccccc1OCCn1c(CCNC(=O)C(C)C)nc2ccccc21	0	.	-2	-2	-1.0	-3%	10	-0.4%	-2
CC1CCN(S(=O)(=O)c2nnc(NC(=O)c3ccccc3Br)s2)CC1	4	3	3	2	-0.3	-20%	-7	?	-1
CCN1C(=O)[C@@H]2[C@@H](c3ccc(-c4ccc(OC)cc4)c(OC)c3)N3CCC[C@@]3(C(=O)OC)[C@@H]2C1=O	4	-5	.	-10	-0.4	.	-3	-0.3%	2

# Reformatted with values under each structure: part of the list above
# Every second line gives: D1 ag, D2 potentiator, RXFP1 antagonist, D1 PAM, TRHR agonist, Apoferritin bind, D1 antag, RXFP1 agonist, TRHR enhancer
COc1cc(/C=N/NC(=O)Nc2ccccc2)ccc1OCCOc1ccccc1C
 : -1, ., -6, 3, 0.4, -1%, -5, 1.2%, 16
CC1C2C(c3ccccc3)N(C)C(=O)N(C)C2N(C)C(=O)N1C (stereo not given)
 : 3, 5, -11, -1, 2.2, 6%, -7, 0.1%, 10
Cc1ccc(-c2nc(Nc3cccc(C)c3)sc2CC(=O)O)cc1
 : 1, -6, 7, -3, 1.6, -18%, 6, 0.1%, 1
N/C(=N\OC(=O)c1ccc(OCC(F)(F)F)nc1)c1ccc(Cl)cc1
 : 1, 4, -9, 0, 1.1, 3%, -2, -1.0%, 1
Cc1ccc(S(=O)(=O)Nc2cc(C(C(=O)OC(C)C)C(=O)C(F)(F)F)c(O)c3ccccc23)c(C)c1 (stereo not given)
 : 1, ., -9, -1, -0.4, ?, 23, -3.1%, 11
Cc1nc(N)sc1N=Nc1ccc(Br)cc1
 : 2, 1, 1, -9, -0.3, ?, -13, 0.2%, 3

# Carrying on:
structure	D1 ag	D2 potentiator	RXFP1 antagonist	D1 PAM	TRHR agonist	Apoferritin bind	D1 antag	RXFP1 agonist	TRHR enhancer
O=C(O)C(c1ccccc1)N1C(=O)/C(=C\c2ccc(O)c(O)c2)SC1=S (stereo not given)	23	0	5	1	32*	-14%	-3	-1.5%	-3
COCCCNC(=O)CN(c1ccc(Cl)c(Cl)c1)S(C)(=O)=O	2	5	2	-1	1.2	-5%	-1	-1.0%	1
CCC1=[N+](C)CCn2c(C)ccc21	3	4	4	-2	0.8	-4%	-1	0.1%	14
Cc1nnc(N2CCCC(C(=O)NCc3ccc(OC(C)C)cc3)C2)c2nn(-c3ccccc3)c(C)c12 (stereo not given)	4	4	-32	0	0.7	?	5	3.9%	4
CCS(=O)(=O)Nc1cccc(C2=NN(S(C)(=O)=O)C(c3ccccc3)C2)c1 (stereo not given)	1	-11	-25	0	0.8	-13%	-4	-0.6%	6
O=C(N/N=C/C1CC2CCC1C2)c1ccc2c(c1)OCO2 (stereo not given)	2	6	0	-7	0.1	3%	2	2.6%	9
CCOc1ccc(S(=O)(=O)NC(C)(C)C)cc1-c1nc2c(C(C)(C)C)nn(C)c2c(=O)[nH]1	2	8	10	1	3.4	?	7	3.3%	-2
COc1ccc(CC(=O)Nc2cccc(C(=O)Nc3ccccc3C(=O)O)c2)cc1OC	2	8	-11	12	-0.6	0%	10	4.1%	-5
Cc1ccc(CNS(=O)(=O)c2ccc(F)c(F)c2)n1C	2	-3	-13	1	-0.5	3%	-9	0.4%	-2
CC(C)n1nc(CC(=O)O)c2ccccc2c1=O	0	6	0	-1	0.2	-5%	-4	5.2%	-5
CCN(CC(=O)Nc1ccc(NC(C)=O)cc1)C(=O)Cc1coc2cc(C)c(C)cc12	4	8	14	-2	0.0	.	1	3.0%	1
CCCN1CCC(NC(=O)CCc2nnc(Cc3cc(OC)ccc3OC)o2)CC1	2	-3	-1	4	-0.2	-7%	24	12%	23

# 3 compounds from above, sorted by molecular weight, highest first:
structure	D1 ag	D2 potentiator	RXFP1 antagonist	D1 PAM	TRHR agonist	Apoferritin bind	D1 antag	RXFP1 agonist	TRHR enhancer
Cc1nnc(N2CCCC(C(=O)NCc3ccc(OC(C)C)cc3)C2)c2nn(-c3ccccc3)c(C)c12 (stereo not given)	4	4	-32	0	0.7	?	5	3.9%	4
COCCCn1c(SCc2cccc(OC)c2)nc2cc(OC)c(OC)cc2c1=N	2	-3	-10	2	-0.2	-5%	-3	-2.0%	0
O=C(O)C(c1ccccc1)N1C(=O)/C(=C\c2ccc(O)c(O)c2)SC1=S (stereo not given)	23	0	5	1	32*	-14%	-3	-1.5%	-3

# Later entries:
structure	D1 ag	D2 potentiator	RXFP1 antagonist	D1 PAM	TRHR agonist	Apoferritin bind	D1 antag	RXFP1 agonist	TRHR enhancer
Cc1cccc(CN2CCC(n3nccc3NC(=O)CCCc3ccccc3)CC2)n1	3	5	8	-3	-1.1	-13%	3	0.9%	-4
CC(C)(C)NC(=O)CSCc1ccc(Br)cc1	3	6	.	-7	-1.3	-12%	-4	1.7%	-7
Cc1cccc(NC(=O)c2cc(S(=O)(=O)N3CCCCC3)c[nH]2)c1C	1&2	8&-2	.	-5&-3	-1.4&0.4	-18%&1%	0&-16	-0.9%&20%	2&2
COc1ccccc1-c1nnc(C2CCN(S(=O)(=O)c3cccc([N+](=O)[O-])c3)CC2)o1	5	-2	6	0	0.7	-3%	-8	-1.0%	-26
Cc1ccc(NC(=O)c2cccc(NC(=O)CC3SC(N4CCCCC4)=NC3=O)c2)nc1 (stereo not given)	1	-2	3	3	-0.1	.	1	-0.1%	5
Cc1ccc(N=C2NC(=O)c3cc([N+](=O)[O-])ccc32)cc1	0	-6	-2	3	-0.5	0%	-17	24%	-3
COC(=O)c1ccc(Cl)c(NC(=O)C2CCN(S(=O)(=O)Cc3ccccc3)CC2)c1	3	1	-2	2	-1.0	-8%	13	-4.9%	9
COc1cc2c(cc1OC)CN(Cc1cc(=O)oc3cc(C)c(C)cc13)CC2	-1	-4	-7	0	0.6	63%[activator]	-9	1.0%	1
CCOC(=O)c1csc(NC(=O)c2ccc(OCC)cc2)n1	7	4	-3	3	0.2	-1%	-11	2.7%	2
O=C(CC(=O)Nc1ccc(Cl)c(Cl)c1)N/N=C/c1ccc(O)cc1	6	-15	-6	-5	-0.1	?	-38*	0.0%	5
Cc1cc(C)cc(NC(=O)C2CCCN2S(=O)(=O)c2cccc3cccnc23)c1 (stereo not given)	35*	1	2	2	1.6	0%	0	-0.5%	-4
COC(=O)c1c(SCC(=O)Nc2cc(F)ccc2F)[nH]c2ccc(C)cc2c1=O	10	1	.	-1	0.4	5%	-9	10%	2
CCN(C(=O)COc1ccccc1)C1CCCCC1	4	.	6	9	-1.8	?	11	0.2%	17
CCN(CC)S(=O)(=O)c1cccc(-c2n[nH]c(=S)n2CC(C)C)c1	1	22	-7	-1	-0.5	-9%	4	3.0%	1
O=c1cc(-c2ccccc2)nc2c(-c3ccccc3)c(C(F)(F)F)[nH]n12	-1	-5	-4	-10	0.1	57%[activator]	-31*	15%	-11
NC(=O)CSc1nnc(COc2ccccc2)n1C1CCCCC1	4	1	-9	-4	1.3	-12%	2	1.4%	3
CC(=O)C1=C(O)C(=O)N(Cc2ccco2)C1c1cccc(F)c1 (stereo not given)	0	-9	-7	0	-0.2	-2%	3	8.9%	-1
Cc1cc(C)c(S(=O)(=O)N2CCOCC2)c(C)c1N(C)S(=O)(=O)c1ccccc1	3	-8	9	2	-0.1	3%	-8	-1.3%	2
Cc1c(NC(=O)C(C)Oc2cccc(Cl)c2)c(=O)n(-c2ccccc2)n1C (stereo not given)	0	6	-7	5	-0.3	.	-2	-0.3%	-10
CC1=C(C(=O)Nc2ccccn2)C(c2ccc(Cl)cc2)NC(=S)N1 (stereo not given)	2	.	?	2	0.0	-9%	-7	0.3%	-15
COc1ccc(Br)cc1/C=C/C(=O)NC(=S)Nc1ccc(Cl)c(C(=O)O)c1	-1	8	-26	9	-0.6	4%	-9	0.9%	3
COc1ccc(OC)c(NC(=O)CCNS(=O)(=O)c2cccc3nonc23)c1	1	10	1	-6	-0.3	-10%	-10	4.1%	11
CN(C)c1ccc(C(=O)Nc2sc(Nc3ccccc3)nc2C(N)=O)cc1	5	10	-1	-3	0.5	230%[activator]	-11	22%	3
COc1ccc(-c2nc3ccccc3o2)cc1OC	1	-7	.	-5	-0.5	-18%	-2	-0.4%	-6
